Screens from PubChem BioAssay.
PfHsp90 yeast 2 = inhibits growth of yeast expressing Plasmodium falciparum Hsp90; S. cerevisiae expressing PfHsp90, BacTiter-Glo ATP, 48 h; yeast lacking PDR1 and PDR3 efflux regulators; inhibition, % at 9.4 µM; actives 0.32% (n = 310,000);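 active means every replicate shows inhibition above about 80%, whatever the replicate mean, limit read from the data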;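 further: 0% = DMSO neutral controls and 100% = 20 µM radicicol positive controls; yeast relying on Plasmodium falciparum Hsp90 in place of its own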
PvdQ acylase = P. aeruginosa PvdQ acylase inhibition; purified PvdQ acylase, fluorescence plate reader; actives 0.063% (n = 340,000); AID 488965; inhibition, % at 10 µM; in the data active means inhibition above about 30%, passing the limit was not always enough;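 further: 0% = vehicle neutral wells and 100% = reference inhibitor wells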
SR-BI DiI-HDL act = activators of SR-BI mediated HDL lipid uptake; actives 0.096% (n = 320,000); CHO ldlA[mSR-BI] cells, DiI-HDL uptake fluorescence, 3 h; 100 = double the neutral-control signal; activation, % at 12.5 µM;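 active means mean replicate activation of at least 60% and every replicate at or above 60%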;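 further: 0% = median plate neutral-control signal and 100% = twice that signal; values of inactives mirror those of a sister screen read the other way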
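Test system: SR-BI-overexpressing, LDLR-lacking CHO cells. Measured by: DiI fluorescence, bottom read. Medium: Ham's F12 with 0.5% BSA, HEPES 25 mM, pH 7.4. Timing: 3 h uptake period with compound, 37 °C.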
dFosB activator = mouse delta FosB homodimer activation. AID 493131. purified delta FosB, TAMRA-CDK5 oligo fluorescence polarization; percent of positive-control signal above neutral wells. P13346. actives 0.99% (n = 340,000). activation, % at 25 µM;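 active means mean activation above about 17%, with every replicate also reaching it, limit read from the data, passing the limit was not always enough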;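 further: fluorescence polarization rise as delta FosB binds a TAMRA Cdk5 AP-1 oligo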
SR-BI HDL uptake = mouse SR-BI HDL lipid transfer inhibition; inhibition, % at 12.5 µM; Q61009; ldlA[mSR-BI] CHO cells, DiI-HDL uptake fluorescence, 3 h; actives 0.96% (n = 320,000);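 active means mean replicate inhibition of at least 70% and a set share of replicates each scoring 70 or more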;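 further: 0% = median of neutral control wells and 100% = median of positive control wells; values of inactives mirror those of a sister screen read the other way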
Target sequence (Q61009 whole entry, looked up): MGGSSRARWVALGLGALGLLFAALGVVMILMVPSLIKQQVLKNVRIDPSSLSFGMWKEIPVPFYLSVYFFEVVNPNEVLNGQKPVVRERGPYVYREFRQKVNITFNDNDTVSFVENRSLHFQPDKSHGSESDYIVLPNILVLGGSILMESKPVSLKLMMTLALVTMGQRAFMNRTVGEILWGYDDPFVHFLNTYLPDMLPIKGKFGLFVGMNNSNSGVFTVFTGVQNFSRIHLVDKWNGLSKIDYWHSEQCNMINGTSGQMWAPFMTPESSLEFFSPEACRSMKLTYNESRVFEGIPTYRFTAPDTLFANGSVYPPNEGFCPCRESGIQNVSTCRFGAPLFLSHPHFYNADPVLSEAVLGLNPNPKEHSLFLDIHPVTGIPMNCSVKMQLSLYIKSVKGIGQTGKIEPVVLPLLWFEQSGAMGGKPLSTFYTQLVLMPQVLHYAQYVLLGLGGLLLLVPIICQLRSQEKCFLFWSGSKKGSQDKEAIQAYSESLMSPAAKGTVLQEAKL
Rtt109 Vps75 = blocks Candida albicans Rtt109/Vps75 acetyltransferase activity | Q5AAJ8 | inhibition, % at 34.9 µM | purified Rtt109/Vps75, ThioGlo CoA-SH fluorescence, 4 h | actives 0.16% (n = 330,000);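 active means inhibition of at least 50% in every replicate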
Target sequence (Q5AAJ8 whole entry, looked up): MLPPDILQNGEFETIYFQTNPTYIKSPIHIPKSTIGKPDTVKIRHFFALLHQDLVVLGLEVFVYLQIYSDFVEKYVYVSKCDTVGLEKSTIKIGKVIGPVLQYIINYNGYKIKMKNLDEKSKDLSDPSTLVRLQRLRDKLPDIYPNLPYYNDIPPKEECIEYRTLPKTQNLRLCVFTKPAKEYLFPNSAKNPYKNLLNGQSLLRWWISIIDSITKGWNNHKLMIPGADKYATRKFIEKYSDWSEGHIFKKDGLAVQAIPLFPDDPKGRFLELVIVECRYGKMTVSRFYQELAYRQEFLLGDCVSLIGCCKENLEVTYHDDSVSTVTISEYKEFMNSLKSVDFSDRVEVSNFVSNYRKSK
CAL PDZ FP-1 = inhibitors of human CAL PDZ peptide binding; purified CAL PDZ, TMR-peptide fluorescence polarization, 1 h; AID 504414; actives 0.02% (n = 330,000); inhibition, % at 20 µM; Q9HD26;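 active means highest replicate inhibition of at least 40%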;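 further: plate controls were DMSO neutral control wells for no effect and unlabeled competitor peptide control wells for full effect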
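Material – purified CerCALP PDZ construct · Detection – FP readout, S and P plane fluorescence · Measure – percent inhibition from loss of millipolarization · Controls – unlabelled peptide for full inhibition, DMSO wells as neutral · Probe or stimulus – TMR-labelled reporter peptide T*-PRC34 bound in PDZ groove · Times – 1 h at RT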
MITF TRPM1 HTS = activators of MITF-driven TRPM1 promoter activity in SK-MEL-5 cells. SK-MEL-5 TRPM1-promoter luciferase, 24 h; % of positive control, neutral wells = 0. activation, % at 12.5 µM. actives 0.75% (n = 300,000). AID 588334;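 active means mean activation of at least 80% with every replicate also reaching 80%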;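 further: 0% = neutral control wells and 100% = parthenolide positive control wells; values of inactives mirror those of a sister screen read the other way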
CAL PDZ FP-2 = blocks peptide binding to the human CAL PDZ domain; purified CAL PDZ, TMR-peptide fluorescence polarization, 1 h; AID 602252; actives 0.92% (n = 300,000); inhibition, % at 24.9 µM; Q9HD26;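 active means mean inhibition of at least 30% with at least half of replicates also reaching 30%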;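 further: 0% = DMSO neutral control and 100% = excess unlabeled competitor peptide PRC23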
NSD2 HMT inh = inhibitors of human histone methyltransferase NSD2; actives 0.54% (n = 310,000); NSD2 peptide methylation, AlphaScreen, 120 min; O96028; inhibition, % at 12.5 µM; in the data active means inhibition above about 50%
* marks the source's active call; other numbers are inactive results; . = no result given.

compound,MITF TRPM1 HTS,Rtt109 Vps75,NSD2 HMT inh,PfHsp90 yeast 2,PvdQ acylase,CAL PDZ FP-2,SR-BI HDL uptake,SR-BI DiI-HDL act,dFosB activator,CAL PDZ FP-1
CCc1ccc(NC(=O)C(C)OC(=O)c2ccc(-n3cnnn3)cc2)cc1 (configuration not stated),9,-1,0,18,5,-5,-17,17,5,-2.4
COc1ccc(-c2nn(-c3ccccc3)cc2/C=C(\C#N)C(N)=O)cc1[N+](=O)[O-],16,12,-1,-30,13,-3,13,-13,-4,-1.6
CSCCC1NC(=S)N(Cc2ccccc2)C1=O (configuration not stated),1,6,-1,22,-19,-3,18,-18,5,.
COc1ccc(-c2c(-c3ccsc3)oc3ccc(N4CCOCC4)cc23)cn1,-3,1,.,-11,-11,1,49,-49,-1,0.7
CC(=O)N1CCc2cc(S(=O)(=O)CCC(=O)O)ccc21,6,14,-2,-8,3,.,-16,16,-5,-1.5
COc1ccc(CCN(C)C(=O)CSc2nccn2C)cc1OC,-3,3,3,-15,-10,0,-12,12,1,-0.5
CCC(OC(=O)C(C)N1C(=O)C(=O)c2ccccc21)C(=O)Nc1ccccc1OC (configuration not stated),-4,2,-2,20,-14,.,-4,4,-21,-0.8
CCc1ccccc1NC(=O)C1CCCN1C(=O)NCc1ccccc1 (configuration not stated),2,-13,0,1,-6,-3,.,.,3,-2.4
CS(=O)(=O)N1CCc2cc(C(=O)N3CCCCC3)ccc21,-10,-4,-3,-27,-13,2,.,.,-2,-1.8
CN(C)S(=O)(=O)c1cccc(C(=O)Nc2cc(S(=O)(=O)N3CCOCC3)ccc2N2CCCC2)c1,-4,-4,-1,.,-14,.,-18,18,-17,-2.9
Cc1cc(C)cc(Oc2nc3c(C)cccn3c(=O)c2/C=C(\C#N)C(=O)NC2CCS(=O)(=O)C2)c1 (configuration not stated),-25,9,1,4,2,1,19,-19,0,0.0
COc1ccc(C(=O)CSc2nnc(Cn3nnc4ccccc43)n2C)cc1,1,.,7,11,-1,-1,-3,3,3,-1.8
Cc1nn(C)cc1CN1CCCC(C(=O)c2ccc(-c3ccccc3)c(F)c2)C1 (configuration not stated),8,0,4,1,-17,-2,21,-21,-11,-2.7
CN(C(=O)CCCN1CCCC1=O)C1CCCN(Cc2ccccc2F)C1 (configuration not stated),0,10,-1,19,0,-1,-28,28,-2,-1.5
CCC(NC(=O)CCc1c(C)c2cc3c(-c4ccccc4)coc3cc2oc1=O)C(=O)O (configuration not stated),5,0,1,-11,-9,-12,13,-13,-29,-3.8
O=C(O)c1cc(-c2ccc(Cl)cc2)n(-c2ccc(Cl)cc2)n1,7,13,11,0,-9,-2,-18,18,-9,-0.8
CCC(=O)Nc1c2c(nc3c1CCC3)CCCC2,.,-15,1,.,-9,-3,-7,7,-1,.
CC(=O)NCCC(=O)NCc1ccc(F)cc1,1,34,-2,-17,4,0,-20,20,-8,-0.9
Cc1ccc(S(=O)(=O)c2nc(S(C)(=O)=O)sc2N2CCCCC2C)cc1 (configuration not stated),-40,8,1,-80,7,0,-18,18,-6,-0.2
CC(C)(C)NC(=O)NC(=O)COC(=O)Cc1c(F)cccc1Cl,-8,0,-1,33,-13,-4,-26,26,-10,12

Some of the entries so far, with values under each structure:
The line under a structure holds: MITF TRPM1 HTS | Rtt109 Vps75 | NSD2 HMT inh | PfHsp90 yeast 2 | PvdQ acylase | CAL PDZ FP-2 | SR-BI HDL uptake | SR-BI DiI-HDL act | dFosB activator | CAL PDZ FP-1
- CN(C(=O)CCCN1CCCC1=O)C1CCCN(Cc2ccccc2F)C1 (configuration not stated)
    0 | 10 | -1 | 19 | 0 | -1 | -28 | 28 | -2 | -1.5
- CCC(NC(=O)CCc1c(C)c2cc3c(-c4ccccc4)coc3cc2oc1=O)C(=O)O (configuration not stated)
    5 | 0 | 1 | -11 | -9 | -12 | 13 | -13 | -29 | -3.8
- O=C(O)c1cc(-c2ccc(Cl)cc2)n(-c2ccc(Cl)cc2)n1
    7 | 13 | 11 | 0 | -9 | -2 | -18 | 18 | -9 | -0.8

Later entries:
compound,MITF TRPM1 HTS,Rtt109 Vps75,NSD2 HMT inh,PfHsp90 yeast 2,PvdQ acylase,CAL PDZ FP-2,SR-BI HDL uptake,SR-BI DiI-HDL act,dFosB activator,CAL PDZ FP-1
Cc1nc2nc(Cc3ccccc3)[nH]n2c(=O)c1Cl,-2,12,7,9,-1,-1,-30,30,2,-1.2
Cc1ccc(N(C(C)C(=O)N2CCCC2)S(C)(=O)=O)cc1 (configuration not stated),.,-5,-1,3,-14,-8,6,-6,9,9.7
O=C1CC(N2CCN(c3ccc(F)cc3)CC2)C(=O)N1Cc1ccc(N2CCCC2=O)cc1 (configuration not stated),-1,5,-3,-5,0,-6,12,-12,-5,0.8
O=C(Nc1ccnn1C1CCN(C/C=C/c2ccccc2)CC1)c1cccc(F)c1,10,18,3,10,-17,-1,27,-27,-5,-2.0
CN(C)c1ccc(CN(C(=O)C2COc3ccccc3O2)C2CCS(=O)(=O)C2)cc1 (configuration not stated),-2,2,6,11,-9,.,23,-23,-10,-1.7
CCOC(=O)C(=Nc1ccc(Cl)cc1)NO,-10,0,24,5,-4,-2,-1,1,-1,-0.3
OCCC1CN(Cc2cc(F)ccc2F)CCN1CCCc1ccccc1 (configuration not stated),.,1,3,9,2,-7,-8,8,-10,-0.9
CC1CCCC(NC(=O)COC(=O)c2ccc3ncsc3c2)C1C (configuration not stated),.,7,-1,7,-10,-4,-14,14,4,-0.6
CCOc1ccc(NC(=O)COC(=O)c2ncc(Cl)c(Cl)c2Cl)cc1,4,-10,-1,-5,2,-3,-27,27,-1,-0.4
O=C(O)c1ccc(NS(=O)(=O)c2ccc(Cl)cc2)cc1,-2,-3,0,8,-6,.,-25,25,-7,-1.8
Cc1ccc(NS(=O)(=O)N2CCOCC2)cc1Cl,2,10,1,6,6,5,-27,27,2,-1.5
CCOCc1nnc(NC(=O)COc2ccc3c(c2)OCO3)s1,1,-1,1,-3,-7,-6,-3,3,-1,-0.2
O=S(=O)(c1cccc2cccnc12)N1CCN(c2ccccc2)CC1,-19,-1,-1,.,-17,-4,-3,3,-6,0.5
O=C(O)C1OC(Oc2cc3oc(-c4ccccc4)cc(=O)c3c(O)c2O)C(O)C(O)C1O (configuration not stated),16,-5,.,7,-5,-9,-2,2,-7,-1.6
O=C(COC(=O)C1=COCCO1)Nc1c(F)cccc1F,-33,-4,-2,20,-15,1,-9,9,2,-0.8
C[C@H](CO)N1C[C@H](C)[C@@H](CN(C)C(=O)Nc2ccccc2)Oc2ccc(NS(=O)(=O)c3cn(C)cn3)cc2C1=O,4,1,.,7,13,0,17,-17,-5,-1.0
CCCn1c(CN(Cc2ccccc2)Cc2ccccc2)nc2c1c(=O)n(C)c(=O)n2C,-9,6,.,-14,-1,-2,13,-13,-13,-2.5
CCOc1ccc(Nc2c3c(nc4ncnn24)CC(C)CC3)cc1 (configuration not stated),.,-8,0,12,-11,.,22,-22,-6,-1.4
Cc1cccc(NC(=O)CCc2nc3sc4c(c3c(=O)[nH]2)CCCC4)n1,-5,21,3,.,7,6,23,-23,-7,-5.1
CCCCN(Cc1nc2ccccc2c(=O)[nH]1)C(=O)COc1ccc(F)cc1Cl,2,-5,-3,2,-9,-2,-17,17,-15,0.4
Cc1cc(NCCCN2CCOCC2)n2ncc(-c3ccccc3)c2n1,42,-9,0,12,-17,.,8,-8,-5,1.3
CC1=C(C#N)C(c2cn(-c3ccccc3)nc2-c2cccs2)C(C#N)=C(C)N1,-10,12,0,-1,12,-2,18,-18,-1,-0.6
CCOC(=O)[C@@H]1[C@H]2COc3ccccc3[C@@H]2N2C(=O)N(c3ccc(C(F)(F)F)cc3)C(=O)[C@@]12C,-12,26,.,3,-5,1,2,-2,-12,0.3
C=CCSc1nncn1/N=C/c1ccc(OC)cc1,92*,-3,-9,-8,4,-2,41,-41,-9,-1.9
CCn1cc(C2C(C(=O)Nc3cc(C)ccn3)=C(C)NC3=C2C(=O)CC(C)(C)C3)c(C)n1 (configuration not stated),2,8,2,1,-2,-1,17,-17,4,1.0
O=C(CC(=O)NCc1ccc(Cl)cc1)NCc1ccccc1,-1,-3,19,-10,-3,1,-22,22,5,-1.1
CCCCSc1nc(CCC)cc(=O)[nH]1,.,3,2,40,-8,-4,-14,14,-3,-0.1
O=C(COc1ccccc1)Nc1ccc(OC(F)(F)C(F)F)c(NC(=O)COc2ccccc2)c1,.,-14,11,.,-12,-2,45,-45,4,-2.2
Cc1cc(C)n(CC(=O)c2ccc(Br)cc2)c(=O)c1C#N,-2,-9,7,.,-11,.,1,-1,12,-0.7
Cc1ccccc1OCC(=O)Nc1ccc(Cc2ccncc2)cc1,20,-1,0,-1,-15,-6,-2,2,-7,-0.9
O=C(CSc1nnnn1-c1ccccc1)N1CCc2ccccc21,24,-6,-7,13,-3,5,20,-20,8,-0.3
COc1ccc(/C(O)=C2\C(=O)C(=O)N(c3cc(C)on3)C2c2cccc(OC)c2OC)cc1C (configuration not stated),-11,2,-1,1,-15,-3,3,-3,-1,-2.9
COc1ccc(CCNC(=O)CCCc2ccccc2)cc1,6,-2,0,6,-3,2,-8,8,-4,-1.5
CC(=O)NCc1nnc2c3ccccc3c(-c3ccccc3)nn12,7,4,-1,5,7,6,-18,18,-17,-0.3
COC(=O)c1cc2c(C)cc3ccc(C)cn3c-2c1C(=O)OC,12,-7,13,-19,-1,1,46,-46,-8,0.4
CCn1c(Cc2ccccc2)nnc1SCC(=O)c1cccc([N+](=O)[O-])c1,-9,-3,-1,4,-8,2,-13,13,-7,-2.8
CSCCC(NC(=O)c1ccc(Cl)cc1Cl)C(=O)NCc1ccncc1 (configuration not stated),2,-17,-4,21,-11,1,3,-3,-8,-2.4
Cc1cc(C)c(OCC(=O)NCC2COc3ccccc3O2)c(C)c1 (configuration not stated),-10,3,-2,7,4,-4,0,0,-10,-0.9
CCN(C(=O)COC(=O)c1cc(-c2cccs2)nc2ccccc12)C1CCS(=O)(=O)C1 (configuration not stated),19,-1,-6,-14,-5,-11,60,-60,-25,-4.5
Fc1ccc(N/N=C/c2cccnc2)c(F)c1,31,5,2,-4,1,-3,5,-5,2,-3.1
CC(/C=N/NC(=O)c1nnn(-c2nonc2N)c1CN1CCCCC1)c1ccccc1 (configuration not stated),2,5,.,-5,-12,1,.,.,-5,-1.3
Cc1ccc(C)c(NC(=O)CN(C)C(=O)c2cccc(N3C(=O)CCC3=O)c2)c1,4,4,-2,-9,-5,.,-12,12,-7,0.6
O=C(NCC1CCCO1)c1cc2c(=O)[nH]c3ccccc3c2s1 (configuration not stated),30,-1,-1,15,-9,-5,-20,20,-31,-1.7

Hits appear at their usual frequency. Share with any hit: about 4.3%.
